Screens deposited in PubChem BioAssay by several laboratories.
HIF-2a inh = HIF-2a inhibition; 786-0 RCC cells HIF-2a reporter, luciferase luminescence, overnight; inhibition, % at 18.8 µM; 0.72% of 360,000 active; AID 624352;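 active means inhibition of the luminescence signal of 40% or more relative to plate controls, in a single-dose primary screen at 18.75 µM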
C8 TRAIL sens = caspase-8 TRAIL sensitization; NB7+C8 cells + TRAIL, ATPlite viability luminescence; inhibition (viability loss, TRAIL sensitization), % at 10 µM; 1% of 360,000 active;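 active means compounds causing at least 50% loss of cell viability in the single-dose screen, relative to plate controls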
CF NFkB block = cystic fibrosis NF-kB activation inhibition | KKLEB NF-kB-GFP reporter, PAF-induced, GFP fluorescence overnight | inhibition, % at 5 µM | 0.86% of 360,000 active;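 active means at least 50% inhibition at 5 µM, scaled per plate between neutral and stimulator controls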;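 further: PAF is a Pseudomonas aeruginosa culture filtrate used as stimulus; plate controls were PAF-stimulated DMSO wells for no effect and unstimulated DMSO wells for full effect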
hiPSC survival = hiPSC single-cell survival enhancement; survival enhancement, % at 20 µM; 0.044% of 360,000 active; AID 602274; ATPlite luminescence; 100% = ROCK inhibitor wells, 0% = DMSO; in the data active means survival enhancement above about 18%;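 further: cells exposed to compounds for 16 hours before the ATP read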
NR2E3 ag-1 = agonists of human NR2E3 nuclear receptor; 0.35% of 360,000 active; CHO-S Gal4-NCOR/VP16-NR2E3 two-hybrid, luciferase; AID 602229; inhibition of corepressor binding, % at 3.98 µM; Q9Y5X4;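 active means inhibition above the mean of all tested compounds plus 3 SD, cut at about 70% in these data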;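 further: 0% = DMSO with NR2E3 transfected cells and 100% = cells lacking NR2E3 construct; higher means lower luciferase signal from less NR2E3 corepressor binding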
Target sequence (Q9Y5X4 whole entry, looked up, the tested form may be a part): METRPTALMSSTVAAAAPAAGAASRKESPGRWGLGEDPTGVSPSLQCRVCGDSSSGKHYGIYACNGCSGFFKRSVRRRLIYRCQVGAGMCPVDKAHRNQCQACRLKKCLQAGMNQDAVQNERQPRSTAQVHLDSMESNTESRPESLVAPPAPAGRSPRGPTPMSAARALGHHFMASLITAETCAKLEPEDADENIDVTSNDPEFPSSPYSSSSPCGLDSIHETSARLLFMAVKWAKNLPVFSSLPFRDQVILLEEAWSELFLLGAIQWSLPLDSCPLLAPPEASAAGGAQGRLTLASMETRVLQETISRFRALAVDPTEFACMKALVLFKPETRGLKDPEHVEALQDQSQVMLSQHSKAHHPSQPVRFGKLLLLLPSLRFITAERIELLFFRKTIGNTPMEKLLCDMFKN
LMP1 NFkB inh = inhibitors of Epstein-Barr LMP1-induced NF-kappaB reporter; LMP1-induced NF-kappaB luciferase reporter cells, luminescence; AID 504558; inhibition, % at 12.5 µM; 0.69% of 350,000 active; in the data active means inhibition above about 41%;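 further: 0% = neutral control wells and 100% = reference inhibitor control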
TRPM1 prom inh = inhibitors of MITF-driven TRPM1 promoter in melanoma cells | SK-MEL-5 TRPM1 promoter luciferase, 24 h | inhibition, % at 12.5 µM | 0.83% of 330,000 active;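 active means mean inhibition across replicates of 60% or more, whatever share of single replicates reaches that level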; further: values of inactives mirror those of a sister screen read the other way
Shn3 inh set2 = inhibitors of Schnurri-3 3'UTR reporter in osteoblasts. 0.52% of 360,000 active. Clone20 osteoblast Shn3 3'UTR firefly luciferase, 24 h. inhibition, % at 12.5 µM. AID 588674;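 active means mean inhibition of at least 75% with every replicate also reaching 75%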;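 further: 0% = median of neutral control wells and 100% = pilot-screen positive control compound; some compounds past the cut are filed as inactive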
KKLEB cytotox = counter-screen for CF NF-kB inhibitors: cytotoxicity. KKLEB CF airway cells viability, ATPlite luminescence, overnight; active compounds read low; cells stimulated with P. aeruginosa culture filtrate. activity change (cytotoxicity), % at 5 µM. 0.36% of 360,000 active. AID 602141;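 active means corrected activity change at or below -50% at 5 µM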
Peg3 promoter = inhibitors of Peg3 promoter | HeLa PEG-Prom luciferase reporter, luminescence, overnight | inhibition, % at 20 µM | 1.7% of 360,000 active | AID 588405;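 active means inhibition of at least 50% at 20 µM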
NR2E3 ag-2 = activates human photoreceptor nuclear receptor NR2E3 | Q9Y5X4 | GST-NR2E3/biotin-RetCOR TR-FRET, 1536-well | inhibition of corepressor binding, % at 4.78 µM | 0.12% of 320,000 active | AID 2300;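 active means percent inhibition above the cutoff of mean plus 3 SD of all tested compounds, set per screening campaign, cut at about 20% in these data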;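 further: 0% = DMSO wells and 100% = biotin wells as full block of FRET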
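Test system: GST-NR2E3 and biotin-RetCOR proteins | Quantity: 1.35 nM GST-tagged NR2E3 final | Medium: Tris pH 7.5 | Also added: 7 nM biotin-RetCOR | Dosing: Compound at 4.8 µM, single dose | Timing: 5 h at 4 °C | Detection: Time-resolved FRET | Read-out basis: Percent inhibition | Benchmarks: Biotin wells as high control, 0.6% DMSO wells as low control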
Numbers without * were called inactive; x = no result given. An excerpt; rates above refer to the full screens.

SMILES	HIF-2a inh	C8 TRAIL sens	CF NFkB block	hiPSC survival	NR2E3 ag-1	LMP1 NFkB inh	TRPM1 prom inh	Shn3 inh set2	KKLEB cytotox	Peg3 promoter	NR2E3 ag-2
CCC(CC)C(=O)N=C1SC2CS(=O)(=O)CC2N1CCc1ccc(OC)c(OC)c1 (stereo unspecified)	15	5	15	-0.6	-16	3	4	-10	-4	21	0
CN(C)C(=O)CSc1cccc2cccnc12	27	2	-1	3.7	17	-37	42	46	2	33	1
O=C(c1ccc(F)cc1F)N1CCN(c2ccccn2)CC1	4	4	-1	-0.5	-16	4	0	0	-1	8	2
CCn1c(=N)n(CC(O)COc2ccc(C)cc2)c2ccccc21 (stereo unspecified)	7	-5	3	-0.7	13	6	-19	9	3	30	-3
Cc1ccc(NC(=O)Cn2nc(C(=O)O)c3ccccc3c2=O)cc1S(=O)(=O)N1CCOCC1	4	-3	-8	0.5	4	-2	5	-13	12	6	2
O=C(Nc1cccc(OC(F)(F)F)c1)C1Cc2c(-c3cccc(F)c3)ccnc2O1 (stereo unspecified)	-2	5	-23	-0.5	-3	x	x	-1	-9	43	x
CCN(CC)CCNC(=O)c1cc2c(=O)n(CC)c3ccccc3c2s1	11	1	-29	-0.8	15	-21	-10	-2	-9	-13	2
Cc1c(Cl)cnc(NC(=O)COC(=O)C(NC(=O)c2ccco2)C(C)C)c1Cl (stereo unspecified)	5	-19	2	5.3	-16	-7	3	-6	6	2	-1
COc1ccc(N2CCN(C(=O)c3cccc(NS(=O)(=O)c4cccc(F)c4)c3)CC2)cc1	8	4	6	0.9	-5	-1	4	7	0	6	x
CCCN1CCN(C(=O)c2cc3c(s2)-c2ccccc2OC3)CC1	-128	0	-8	0.2	-99	-37	x	-53	-5	-230	1
CC(C1SC(=S)NC1=O)C1SC(=S)NC1=O (stereo unspecified)	0	-18	-25	3.3	-26	-8	x	7	32	5	x
COc1cc(CNC(=O)c2cc(-c3cc(OC)ccc3Cl)n[nH]2)cc(OC)c1	-4	1	-5	4.8	-21	x	x	8	0	7	x
O=C(Nc1cccc(Cl)c1)Nc1ccc(Br)cc1F	-248	31	59*	0.5	-35	-8	-18	50	-43	-155	-1
CCOCCCN(C(=O)c1snc(C(N)=O)c1N)C(C(=O)NCCC(C)C)c1ccc(F)cc1 (stereo unspecified)	18	-14	-7	-0.5	16	0	-2	17	-10	31	1
CC(=O)c1ccc(-c2cnc3c(NC=O)cc(-c4ccc(C(=O)NC5CC5)cc4)cn23)cc1	39*	31	56*	-4.7	19	x	x	41	-30	63*	x
Cc1ccnc(NS(=O)(=O)c2ccc(NC(=O)C3CCCCC3)cc2)n1	12	1	2	0.0	8	-1	8	10	-7	-1	-1
COc1cc(C2c3c(oc4ccccc4c3=O)C(=O)N2CCN2CCOCC2)cc(OC)c1OC (stereo unspecified)	13	-17	-15	-1.6	-3	11	-8	-12	-6	19	-2
CCc1nnc(NC(=O)CSc2nnc(CNc3ccc(Cl)cc3)o2)s1	-6	-8	-4	-0.3	-11	-1	9	4	0	22	0
COC(=O)N/N=C\c1c(C)[nH]n(-c2ccccc2)c1=O	10	-2	-1	0.0	-30	1	-4	11	7	4	0
O=C(O)c1ccc(N2C(=O)CC(SC(=NCc3ccc4c(c3)OCO4)Nc3ccccc3)C2=O)cc1 (stereo unspecified)	5	1	-4	0.3	-20	-6	-12	x	16	9	-1

Entries of single compounds, quoted from the list. Values in the order: HIF-2a inh | C8 TRAIL sens | CF NFkB block | hiPSC survival | NR2E3 ag-1 | LMP1 NFkB inh | TRPM1 prom inh | Shn3 inh set2 | KKLEB cytotox | Peg3 promoter | NR2E3 ag-2
CCOCCCN(C(=O)c1snc(C(N)=O)c1N)C(C(=O)NCCC(C)C)c1ccc(F)cc1 (stereo unspecified) across the screens: 18 | -14 | -7 | -0.5 | 16 | 0 | -2 | 17 | -10 | 31 | 1
CC(C1SC(=S)NC1=O)C1SC(=S)NC1=O (stereo unspecified) across the screens: 0 | -18 | -25 | 3.3 | -26 | -8 | x | 7 | 32 | 5 | x

(continued)
SMILES	HIF-2a inh	C8 TRAIL sens	CF NFkB block	hiPSC survival	NR2E3 ag-1	LMP1 NFkB inh	TRPM1 prom inh	Shn3 inh set2	KKLEB cytotox	Peg3 promoter	NR2E3 ag-2
C=CCn1c(SC(C)C(=O)NC2CC2)nnc1-c1ccoc1C (stereo unspecified)	5	2	9	-0.3	-6	-1	-13	-8	13	-4	0
CC(C)COC(=O)C(C)Nc1n[nH]c(=S)[nH]c1=O (stereo unspecified)	15	-8	6	1.7	26	0	17	-12	5	-10	1
CCOC(=O)C1(CCc2ccccc2)CCN(C(=O)CN2CCOC2=O)CC1	-60	-6	2	2.0	-20	-6	-11	14	22	-42	-5
O=C(O)CC(c1ccccc1)c1ccc2c(c1)OCO2 (stereo unspecified)	12	10	-18	7.4	0	-9	x	9	-1	3	x
CC(C)NC(=O)/C(=N\O)c1ccccc1	15	-5	10	-1.0	1	1	-5	-6	2	6	2
CC1CCCN(C2(O)C(=O)Nc3c(C(F)(F)F)cccc32)C1 (stereo unspecified)	-11	2	-17	0.4	-9	-10	-1	1	1	-20	-1
CC1=CC(C)C(=O)N(CCN2CCOCC2)C(C)=C1 (stereo unspecified)	11	8	24	-2.4	-16	0	x	16	8	0	x
O=S(=O)(c1ccccc1F)N1CCCc2ccccc21	19	0	15	0.0	-30	-5	16	6	-4	16	-2
O=C(O)COCC(=O)Nc1ccc2c(c1)CCC2	-19	-9	0	0.7	-33	7	-2	5	-8	-7	4
Cc1ccc(NC(=O)c2c(C)noc2C)cc1S(=O)(=O)N1CCOCC1	3	0	16	-1.3	4	4	2	9	0	-2	x
O=C(Cn1c(=S)[nH]c2ccccc2c1=O)N1CCN(c2ccccc2)CC1	17	-3	-10	0.4	4	-10	8	12	3	24	4
Cc1ccc(C)c(NC(=O)CN(C)C(=O)c2ccccc2OCc2c(C)noc2C)c1	6	-4	-3	1.0	-7	4	1	-33	-6	-4	3
COCCNC(=S)N(C)[C@H]1C[C@H]2c3cc(Oc4ccccc4C)ccc3CCN2C(=O)[C@H]1[C@H](C)O	-8	-11	2	-1.0	-11	9	x	4	3	-2	x
Cc1ccc(S(=O)(=O)N2CCCCC2)cc1NC(=O)CCNC(=O)c1ccccc1	12	-10	-4	-0.1	-1	3	6	-4	12	7	x
O=C1NCCCC1C(=O)N/N=C/c1cc([N+](=O)[O-])ccc1O (stereo unspecified)	14	9	4	-0.2	0	-3	5	12	16	-1	0
COc1ccc(/C=N/N2C(C)CCCC2C)cc1O (stereo unspecified)	-8	5	-5	-0.6	-8	-5	0	-1	-5	-29	0
C/C=C\C=C/C(=O)Nc1cccc(C2=NOC3(C2)C[C@@H](C(N)=O)N(C(=O)c2ccc(Cl)cc2)C3)c1 (stereo partly specified)	-3	0	6	3.8	-3	-5	0	14	-2	-9	3
C=CCOC(=O)N1CCN(c2cccc(C(F)(F)F)c2)CC1	-7	-11	8	-1.3	-18	7	-6	-2	3	-16	-3
O=C(CCCc1cccs1)Nc1nccs1	-49	5	-16	-0.2	21	-2	-17	12	10	-47	5
O=C(/C=C/c1ccccc1)N/C(=C/c1ccccc1)C(=O)Nc1ccc(C(=O)O)cc1	1	-13	-5	-0.3	2	-15	-4	-2	-1	-1	3
Cc1ccc(NC(=O)CNc2cc(S(=O)(=O)N3CCOCC3)ccc2NCC2CCCO2)cc1F (stereo unspecified)	-77	-13	-14	0.0	-7	15	-16	-11	-9	-29	3
CCOc1cc(N2CCOCC2)c(OCC)cc1NC(=O)CCS(=O)(=O)c1ccc(Cl)cc1	14	-10	5	-1.3	-13	22	5	-15	-6	14	-1
CCn1c(=O)cc(SCC(=O)N2CCN(c3ccccc3F)CC2)c2ccccc21	-31	0	-54	-2.7	-9	-8	-1	-10	12	-17	-1
C=C(C)C1CC=C(CN2CCC(C(=O)OCC)CC2)CC1 (stereo unspecified)	-6	19	3	-1.4	2	1	-6	-3	-10	-1	-3
COc1ccccc1-c1nnc(SC/C(O)=C(\C#N)c2nc3ccccc3[nH]2)n1C1CCCCC1	-1	-4	-7	-1.2	-22	-6	1	-1	0	14	0
COc1ccc(-c2csc(NC(=O)c3cc(=O)c4ccccc4o3)n2)cc1OC	-11	-11	2	-0.2	-4	11	-27	-7	-2	-15	-3
Cn1c(-c2ccc(F)cc2)cnc1NCc1ccccc1	-34	1	-29	-3.2	-12	0	-22	-2	-3	-24	-6
Cn1c(SCC(=O)N2CCCCCC2)nnc1-c1ccco1	-10	21	-9	-0.3	-10	-4	-1	0	-1	-2	6
COc1cc(C2C(C#N)=C(N)OC3=C2C(=O)CCC3)c([N+](=O)[O-])cc1OC (stereo unspecified)	19	-23	9	0.0	2	-6	8	-5	-7	-1	5
O=C(CN1C(=O)/C(=C/c2ccc(F)cc2)SC1=S)NC1CCS(=O)(=O)C1 (stereo unspecified)	1	-8	28	-0.5	-31	0	7	-11	-15	-1	0
COc1ccc(N=C2NC(=O)C(CO)(CO)S2)cc1	15	-14	20	-0.5	15	-2	4	9	6	8	x
CCCCN1CCc2c([nH]c3ccccc23)C1=O	-158	7	-17	0.3	-147	16	-77	-83	10	-229	0
Cc1c(Cl)cccc1NC(=O)CNC(=O)C1CCN(C(=O)Nc2ccccc2)CC1	4	0	8	-2.4	-16	2	-2	22	7	12	1
Cc1ccc(S(=O)(=O)N2C[C@H]3[C@H]4C(=O)N(c5ccccc5)C(=O)[C@H]4CC(=O)[C@H]3[C@@H]2c2ccccc2F)cc1	-2	-8	-18	-1.3	-24	x	x	4	-3	0	x
O=C(/C=C/[C@H]1O[C@@H](n2ccc(=O)[nH]c2=O)[C@H](O)[C@@H]1O)NCc1cccs1	-3	-17	-12	0.8	-1	x	x	3	-6	-13	x
COCCn1c(SCC(=O)Nc2cccc(S(N)(=O)=O)c2)nc2ccccc21	19	-6	8	-1.1	-2	-1	7	-17	10	12	3
COc1ccc(-c2[nH]c(-c3ccc(C)cc3)nc2SCC(=O)Nc2nccs2)cc1	3	17	-14	3.2	-9	6	17	31	1	32	0
COc1ccc(-n2c(Cc3cccn3C)nnc2SCC(=O)Nc2ccc(C)c(Cl)c2)cc1	-4	4	0	1.5	-23	-19	4	11	-18	14	2
COc1cc(OC)cc(C(=O)N[C@H](C(=O)Nc2cccc(S(=O)(=O)N3CCCC3)c2)C(C)C)c1	18	-3	1	-0.5	-24	-1	-12	14	-16	20	3
Nc1cccc(-c2nc3ccc(N)cc3s2)c1	-9	70*	-18	-6.9	-85	12	-35	2	4	-7	-1
CCOC(=O)C1CCCN(C(=O)c2cc(Nc3ccc(OC)cc3OC)nc3ccccc23)C1 (stereo unspecified)	-21	8	14	-1.6	-23	1	8	5	-5	-6	2
CN(C)C(=O)c1ccc(Oc2ccc(C(=O)N(C)C)cc2)cc1	-33	4	12	-1.5	-21	-1	-3	15	2	-4	1
COc1cccc(-c2csc(N3CCN(CC(=O)NNC(=O)c4ccc(Cl)cc4)CC3)n2)c1	-32	-6	-4	-1.8	-6	-2	14	30	-8	14	0
O=C(CN1C(=O)COc2ccccc21)Nc1ccc(N2CCOCC2)cc1	2	1	-15	0.7	-27	-4	0	-8	-2	3	0
